HTRA1 inh: blocks human HTRA1 serine peptidase; AID 504803; actives 0.5% (n = 340,000); inhibition, % at 5.96 µM; recombinant HTRA1, FP-rhodamine activity-based probe, fluorescence polarization; Q92743; in the data active = inhibition above about 36%;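 also: 0% = enzyme with DMSO and 100% = wells lacking enzyme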
Target sequence (Q92743 whole entry, looked up): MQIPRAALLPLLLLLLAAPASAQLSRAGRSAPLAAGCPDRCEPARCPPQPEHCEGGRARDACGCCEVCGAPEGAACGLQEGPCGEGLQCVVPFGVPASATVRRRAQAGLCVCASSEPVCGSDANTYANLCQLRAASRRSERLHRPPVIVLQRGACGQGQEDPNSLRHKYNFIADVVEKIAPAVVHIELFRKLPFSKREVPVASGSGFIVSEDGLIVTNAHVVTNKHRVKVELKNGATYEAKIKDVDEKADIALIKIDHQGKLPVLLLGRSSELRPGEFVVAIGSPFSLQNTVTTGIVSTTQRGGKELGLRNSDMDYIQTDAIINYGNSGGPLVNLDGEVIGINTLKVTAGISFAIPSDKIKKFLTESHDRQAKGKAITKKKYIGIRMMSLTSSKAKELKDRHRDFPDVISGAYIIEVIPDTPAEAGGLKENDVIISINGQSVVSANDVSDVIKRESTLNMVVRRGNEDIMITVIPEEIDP
mABHD4 FP: inhibitors of mouse ABHD4. AID 720543. Q8VD66. inhibition, % at 8.92 µM. actives 0.54% (n = 370,000). purified mABHD4, FP-Rh probe fluorescence polarization;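 active = inhibition exceeding the mean over every tested compound plus 3 SD, cut at about 30% in these data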;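 also: 0% = plate median of compound wells and 100% = S159A mutant with DMSO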
Target sequence (Q8VD66 whole entry, looked up): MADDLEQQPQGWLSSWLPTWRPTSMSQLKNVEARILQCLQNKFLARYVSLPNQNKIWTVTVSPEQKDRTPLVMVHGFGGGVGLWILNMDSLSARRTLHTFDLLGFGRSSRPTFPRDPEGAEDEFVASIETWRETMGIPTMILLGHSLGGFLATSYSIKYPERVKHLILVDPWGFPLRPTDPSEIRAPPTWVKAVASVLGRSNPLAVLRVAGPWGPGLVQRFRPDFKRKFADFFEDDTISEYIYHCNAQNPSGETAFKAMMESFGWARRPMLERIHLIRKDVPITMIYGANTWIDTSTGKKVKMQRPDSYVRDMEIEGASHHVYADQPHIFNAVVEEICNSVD
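assay system = mABHD4 protein | compound dosing = single nominal dose of 8.92 µM, 0.89% DMSO final | read-out basis = percent inhibition of probe binding, normalized to plate controls | schedule = Enzyme–compound pre-incubation 45 min, then probe 60 min, both 25 °C | detection = fluorescence polarization, excitation 525 nm, emission 598 nm, BODIPY TMR filters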
LEDGF integ inh: blocks HIV-1 LEDGF/p75-dependent DNA integration; TR-FRET IN-LEDGF/p75 DNA integration, Eu/Cy5; inhibition, % at 3.7 µM; actives 0.64% (n = 370,000); AID 743269;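 active = inhibition above the screen-wide mean plus 3 SD, cut at about 13% in these data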;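 also: signal is the Cy5 over europium emission ratio at 671 and 618 nm; 0% = plate median of compound wells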
Rev-erbA mod: modulates human Rev-erb alpha binding to DNA | P20393 | Rev-erbα–FITC-DNA binding, fluorescence polarization, 90 min | activity, % at 10 µM | actives 0.79% (n = 370,000) | AID 1259318;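 active = activity above about 14%, limit read from the data; passing the limit was not always enough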;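 also: 0% = DMSO wells with 35 nM protein and 100% = DMSO wells with 750 nM protein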
TCR CD3 inh: human TCR-CD3 binding inhibition; TAMRA-labeled TCR probe fluorescence, biochemical; inhibition, % at 9.4 µM; actives 0.37% (n = 360,000); in the data active = inhibition above about 19%;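 also: recombinant mutant TCR 2C K166C tagged with TAMRA read by polarization; 0% = receptor in buffer alone and 100% = receptor with positive control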
PRMT1 inh: blocks human protein arginine methyltransferase 1; Q99873; recombinant PRMT1, activity-based probe fluorescence polarization; inhibition, % at 2.79 µM; actives 1.3% (n = 370,000); AID 652257;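 active = inhibition above about 21% made by adding two undisclosed values, limit read from the data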
UHRF1 binding: blocks human UHRF1 binding to methylated DNA. inhibition, % at 4.4 µM. UHRF1 binding to methylated oligo, TR-FRET. actives 0.75% (n = 370,000). Q96T88; in the data active = inhibition above about 21%;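 also: UHRF1 SRA domain binding a hemimethylated CpG hairpin DNA probe; 0% = median of test compound wells and 100% = reference inhibitor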
MBD2 DNA inh: blocks human MBD2 binding to methylated DNA; Q9UBB5; TR-FRET, MBD2 binding to methylated oligonucleotide; inhibition, % at 4.4 µM; actives 0.31% (n = 370,000); AID 686964; in the data active = inhibition above about 13%
PG9 binder: binds the HIV-1 gp120 antibody PG9 | inhibition, % at 6.7 µM | actives 0.43% (n = 360,000) | TR-FRET gp120-PG9 antibody binding; in the data active = inhibition above about 8.5%
rCAG binder: molecules binding r(CAG) RNA repeats. r(CAG) RNA repeat, TO-PRO-1 dye displacement fluorescence. inhibition, % at 3 µM. actives 1.3% (n = 370,000). AID 651821;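 active = inhibition above the plate cutoff, the mean of all test compounds on that plate plus 3 SD, cut at about 35% in these data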;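 also: 0% = DMSO alone and 100% = 100 µM mitoxantrone as full dye displacement; higher means more dye released from RNA so lower well fluorescence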
* marks the source's active call; other numbers are inactive results; / = no result given. Only part of the results is shown, so the mix of outcomes need not match the whole.

The line under a structure holds: UHRF1 binding | PRMT1 inh | mABHD4 FP | TCR CD3 inh | Rev-erbA mod | PG9 binder | HTRA1 inh | rCAG binder | LEDGF integ inh | MBD2 DNA inh
1. O=C(NCC1CCCO1)c1cn(-c2ccccc2)nc1-c1ccc(F)cc1 (stereo not drawn)
    0.3 | -1.6 | -4.8 | 8.2 | 1.4 | -0.7 | -1.8 | -7.0 | 3.0 | 0.8
2. O=C(NC1CC2CCCC(C1)N2C(=S)Nc1ccc(Cl)cc1)C1CC1 (stereo not drawn)
    0.1 | -3.6 | 3.7 | -4.0 | -0.6 | -2.3 | 4.0 | 0.7 | 0.0 | -2.2
3. COC(=O)N/N=C/c1cn(Cc2ccc(Cl)cc2Cl)c2ccccc12
    -0.8 | -0.6 | -11.7 | 4.0 | -2.5 | -2.1 | -15.7 | 2.5 | 0.8 | -0.7
4. COc1ccccc1CN1CC(C(=O)NCc2cc(F)cc(C(F)(F)F)c2)CCC1=O (stereo not drawn)
    1.9 | 2.7 | -2.9 | 7.2 | 0.9 | 0.0 | 4.2 | -6.7 | 3.2 | -3.3
5. Brc1ccc(-c2nn3c(-c4ccccn4)nnc3s2)o1
    -1.9 | 7.8 | 4.5 | 30.1* | 1.5 | -3.4 | 12.2 | 12.1 | 4.7 | -1.1
6. CCOC(=O)c1ccccc1NC(=O)C1COc2ccccc2O1 (stereo not drawn)
    -0.1 | 0.0 | -10.0 | -2.6 | 0.2 | -1.9 | -26.5 | -2.5 | -1.2 | 0.8
7. COc1cc(NC(=O)NC2Cc3ccccc3C2)cc(OC)c1
    -0.4 | -1.9 | -3.4 | 2.4 | 1.3 | -0.1 | -12.7 | -4.5 | -2.4 | -1.3
8. O=C(NCc1ccc(F)cc1)N1CCc2ccccc2C1
    0.0 | -4.5 | -4.2 | 2.9 | -6.0 | -2.2 | -7.3 | 0.0 | -2.6 | -1.1
9. CCCCN1C(=O)C(=O)N(CC(=O)Nc2sc(CC)cc2C(=O)OCC)C1=O
    -3.0 | -2.5 | -5.3 | -6.9 | -5.8 | 3.4 | -7.7 | -4.1 | 0.8 | 3.2
10. CC1CCN(CC(=O)Nc2ccccc2-c2ccccc2)CC1
    -2.8 | 2.9 | 2.1 | -1.4 | 4.1 | -0.7 | -16.1 | -6.8 | -0.3 | 8.5
11. [O-][n+]1onc2c1CCC1N(O)C(c3ccccc3)CC21O (stereo not drawn)
    -2.2 | -5.0 | 0.1 | 1.9 | -2.1 | 1.4 | -6.8 | -4.1 | 0.1 | 2.6
12. CC1(C(=O)NS(=O)(=O)Cc2cccc(Cl)c2)CCN1C(=O)Cc1cccs1 (stereo not drawn)
    1.8 | -1.4 | -3.0 | -10.0 | -9.4 | 1.4 | / | 9.6 | 5.6 | -0.5
13. C(=C\c1ccccc1)/C=N/Nc1nc(N2CCOCC2)nc(N2CCOCC2)n1
    -0.8 | -1.9 | -2.5 | -1.3 | -2.7 | -2.0 | 1.4 | -5.0 | -0.1 | 0.8
14. CC1(C)C(=O)Nc2ccccc2N1C(=O)COC(=O)CNS(=O)(=O)c1ccc(F)c(F)c1F
    9.2 | -1.1 | -5.4 | -1.4 | -4.0 | -2.0 | 0.3 | 3.9 | 7.3 | 1.8
15. Cc1nc([N+](=O)[O-])cn1CC(Cl)Cn1cc([N+](=O)[O-])nc1C
    1.5 | 1.8 | 8.6 | -1.9 | -1.9 | -2.0 | / | 3.2 | 0.0 | -0.8
16. O=C(NC1CCCCC1)C(c1ccnc2ccccc12)n1c(=O)c(-c2ccco2)nc2ccccc21 (stereo not drawn)
    -6.4 | 10.3 | 10.7 | -3.6 | 2.6 | 0.3 | / | 32.5 | 5.5 | -4.6
17. O=C(NC1CCC(NC(=O)C(F)(F)C(F)F)CC1)C(F)(F)C(F)F (stereo not drawn)
    3.3 | 0.5 | 0.7 | -2.2 | 6.4 | -0.9 | 8.5 | 2.9 | 2.1 | -3.1
18. CN(/C=C/C(=C\C=[N+](C)c1ccccc1)OCCCS(=O)(=O)[O-])c1ccccc1
    0.5 | 13.6 | -0.7 | 3.1 | -11.0 | -1.5 | 3.0 | -1.1 | -4.1 | -0.7
19. CC(C)NC(=O)CSc1nnc(-c2ccc(S(=O)(=O)N3CCCC3)cc2)n1CC1CCCO1 (stereo not drawn)
    0.2 | -0.6 | 3.5 | 4.4 | -3.2 | -1.4 | 5.2 | -6.5 | -2.7 | -2.6
20. O=C(Nc1ccc2c(c1)OCO2)C1Cc2ccccc2CN1S(=O)(=O)c1cccs1 (stereo not drawn)
    -2.5 | -0.5 | -8.6 | -3.4 | -5.5 | -0.4 | -15.5 | 8.0 | 2.9 | 4.9
21. COc1cc(C(=O)NCCOc2ccccc2)c(Br)c(OC)c1OC
    -0.5 | -2.1 | -0.6 | 3.0 | 1.3 | 0.7 | -2.9 | -3.8 | 2.7 | -3.1
22. CCn1c(CSCc2ccc(F)cc2)nnc1SCC(=O)NCc1ccccc1
    0.6 | -3.3 | 2.4 | 4.4 | -4.3 | 0.1 | -4.8 | -7.5 | -0.5 | 3.8
23. COC(=O)c1ccc(CNC(=O)CNC(=O)c2sc3ccccc3c2Cl)cc1
    0.2 | 6.8 | 6.8 | 1.3 | 2.0 | -1.6 | -0.6 | 3.3 | -3.3 | 1.3
24. COc1ccc(-c2nn(-c3ccccc3)cc2/C=N/O)cc1
    0.9 | 0.7 | -16.7 | 8.9 | 2.5 | 0.1 | -63.6 | 2.1 | 3.7 | -0.8
25. O=C(Nc1ccc2c(c1)OCCO2)C1CC1c1ccccc1 (stereo not drawn)
    -2.1 | 0.5 | -8.0 | 6.0 | 3.2 | -3.9 | -9.3 | 4.7 | 2.8 | 0.7
26. CC(=O)Nc1ccc(C2Nc3cc(C)c(C)cc3NC3=C2C(=O)CC(C)(C)C3)cc1 (stereo not drawn)
    -6.3 | 2.7 | -3.4 | 10.3 | -2.9 | -8.8 | 2.4 | 1.1 | 3.9 | -3.1
27. O=C1c2ccccc2[C@@H]2C[C@@H](O)[C@H](Nc3ccccc3Cl)CCN12
    1.4 | -0.4 | 3.2 | -0.6 | -1.4 | -1.6 | -4.2 | 2.5 | -1.9 | 1.1
28. O=C(c1ccc(CS(=O)Cc2ccc(Cl)cc2)o1)N1CCN(c2ccccc2F)CC1 (stereo not drawn)
    -1.5 | 1.4 | 1.4 | 3.9 | 0.9 | -0.1 | -1.3 | -7.9 | 3.3 | -8.5
29. OC(c1ccccc1)(c1ccccc1)C1CCN(C(=S)NC2CCCC2)CC1
    -1.8 | -0.9 | -3.3 | 8.2 | 4.1 | -3.2 | -21.9 | -4.8 | 1.9 | 0.1
30. COC(=O)[C@]1(Cc2ccccc2)N[C@H](CN(C)C(=O)Nc2ccc(C(F)(F)F)cc2)[C@@H]2C(=O)N(Cc3ccccc3)C(=O)[C@@H]21
    0.0 | 6.4 | -2.3 | -0.6 | 1.6 | -0.4 | -16.8 | 1.6 | 0.9 | 3.7

Entries of single compounds as entered above. Screens in order: UHRF1 binding	PRMT1 inh	mABHD4 FP	TCR CD3 inh	Rev-erbA mod	PG9 binder	HTRA1 inh	rCAG binder	LEDGF integ inh	MBD2 DNA inh
CCn1c(CSCc2ccc(F)cc2)nnc1SCC(=O)NCc1ccccc1 across the screens: 0.6	-3.3	2.4	4.4	-4.3	0.1	-4.8	-7.5	-0.5	3.8
COC(=O)N/N=C/c1cn(Cc2ccc(Cl)cc2Cl)c2ccccc12 across the screens: -0.8	-0.6	-11.7	4.0	-2.5	-2.1	-15.7	2.5	0.8	-0.7
COc1ccc(-c2nn(-c3ccccc3)cc2/C=N/O)cc1 across the screens: 0.9	0.7	-16.7	8.9	2.5	0.1	-63.6	2.1	3.7	-0.8

Further structures.
The line under a structure holds: UHRF1 binding | PRMT1 inh | mABHD4 FP | TCR CD3 inh | Rev-erbA mod | PG9 binder | HTRA1 inh | rCAG binder | LEDGF integ inh | MBD2 DNA inh
31. CCNC(=O)C1(C)CCN(C(=O)c2ccccc2F)C1 (stereo not drawn)
    0.6 | -2.6 | 5.7 | -5.6 | -9.4 | 0.0 | / | 0.4 | -5.8 | -0.9
32. CCCCSCCCNC(=O)Nc1ccc(C)c(C)c1
    -3.7 | -2.2 | -9.2 | 4.0 | 2.5 | 1.1 | -0.8 | -6.8 | -1.9 | 2.5
33. COc1ccc(C(CNC(=O)c2oc3cc(Br)ccc3c2C)N2CCCCC2)cc1 (stereo not drawn)
    3.5 | 2.6 | 0.8 | -1.2 | 4.4 | 1.6 | -10.4 | 0.7 | -1.7 | 3.9
34. COc1ccccc1CNC(=O)CN1C(=O)NC(c2ccccc2)(c2ccccc2)C1=O
    3.8 | 1.3 | -2.4 | -0.9 | -5.2 | -0.2 | -10.7 | 0.6 | -3.3 | 4.3
35. COc1ccc(OC)c(S(=O)(=O)NCc2csc(-c3ccccc3)n2)c1
    0.3 | 0.9 | -3.4 | -1.7 | 0.2 | -0.6 | -2.4 | -0.1 | 1.3 | -0.5
36. COc1cccc(S(=O)(=O)Nc2ccc3sc(C)nc3c2)c1
    19.3 | 11.2 | 2.3 | 8.5 | 0.3 | 1.4 | -13.2 | 6.2 | 1.7 | -2.8
37. Cc1cc(C)c(C#N)c(SCc2ccc(C(=O)O)cc2)n1
    1.3 | -1.0 | -9.8 | -0.6 | 2.9 | -2.8 | 6.0 | 9.7 | 4.2 | -4.1
38. CCCC1COC(Cn2cncn2)(c2ccc(C)cc2)O1 (stereo not drawn)
    4.5 | 3.5 | -13.4 | 0.6 | -1.2 | 0.0 | -0.1 | -8.3 | 0.1 | 5.1
39. COc1ccc(C2CC(c3ccccc3)Nc3nc(NS(C)(=O)=O)nn32)cc1 (stereo not drawn)
    4.6 | 1.6 | -13.7 | 4.0 | -2.4 | 0.2 | 2.1 | 5.2 | 0.3 | 7.2
40. COc1ccccc1NC(=O)C(C)OC(=O)COc1cccc2c1OC(C)(C)C2 (stereo not drawn)
    -0.2 | -0.4 | -4.5 | -7.0 | 2.0 | -0.8 | 1.6 | -14.2 | -3.1 | 2.6
41. COc1ccc(NC(=O)c2sccc2SCc2cccc(C(F)(F)F)c2)cc1
    -2.2 | -2.1 | -20.4 | 2.4 | -1.4 | -3.0 | -39.3 | -2.6 | -4.5 | -0.1
42. CCCCOc1ccc(CCC(=O)N/N=C/c2ccco2)cc1
    0.1 | -1.0 | 1.8 | 1.8 | 3.5 | -0.2 | -2.1 | -0.1 | -5.4 | 0.2
43. CC(C)C[C@@H]1COc2cc(Br)ccc2S(=O)(=O)N1Cc1cn(Cc2ccccc2)nn1
    0.0 | -1.6 | -0.3 | / | -7.0 | / | / | 4.0 | -1.6 | 0.3
44. CCOc1ccccc1N1C(=O)CC(Sc2n[nH]c(-c3ccccc3)n2)C1=O (stereo not drawn)
    -2.2 | 72.7* | 1.1 | -2.7 | 1.1 | -2.0 | 5.7 | 13.2 | 2.1 | 0.1
45. COc1ccc(C)cc1NC(=O)Nc1cnccn1
    -1.4 | -1.4 | 3.9 | -4.5 | -1.3 | -1.0 | 11.0 | -3.5 | 2.2 | -0.3
46. COc1cccc(C(=O)NCCS(=O)(=O)N2CCCCCC2)c1
    4.6 | -2.5 | -2.7 | -8.1 | -3.0 | 0.6 | -1.1 | 0.6 | 6.2 | 0.6
47. CC1=CC2=NC(=O)/C(=C\c3cccn3CCOc3ccc(C)c(C)c3)C(=N)N2O1
    8.6 | -0.6 | -7.2 | 3.3 | -4.8 | -3.7 | -81.3 | 5.3 | 7.5 | -5.2

Bioassay records as filed in PubChem BioAssay.
